AmpC no deterg = qHTS Inhibitors of AmpC Beta-Lactamase (assay without detergent); P00811; AmpC nitrocefin hydrolysis, absorbance 480 nm, 0.0001% Triton; Potency, µM (series often up to 57.1 µM), inactives show at the highest dose activity change, negative = inhibition, most hits filed as inhibitors; hit rate 0.52% among 330,000;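 further: potency means the concentration at half of the fitted maximal effect; plate controls were no compound for no effect and no enzyme for full effect; nearly all actives have a fitted effect of over 20% in size; some results filed as inactive show a strong effect at the top dose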
Target sequence (P00811 whole entry, looked up): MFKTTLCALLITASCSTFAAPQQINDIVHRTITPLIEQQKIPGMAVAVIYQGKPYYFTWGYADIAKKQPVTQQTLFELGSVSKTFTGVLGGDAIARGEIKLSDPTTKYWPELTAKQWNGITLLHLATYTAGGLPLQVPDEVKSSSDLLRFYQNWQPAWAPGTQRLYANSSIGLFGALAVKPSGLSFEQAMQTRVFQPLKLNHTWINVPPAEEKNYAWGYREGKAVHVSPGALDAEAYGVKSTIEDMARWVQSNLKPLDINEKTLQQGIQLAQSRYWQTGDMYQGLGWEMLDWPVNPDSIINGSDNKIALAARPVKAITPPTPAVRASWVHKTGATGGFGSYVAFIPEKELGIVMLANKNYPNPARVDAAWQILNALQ
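AmpC (5.3 nM in the dispensed reagent) in 20 mM phosphate pH 7.0 with 0.01% (detergent screen) or 0.0001% Triton X-100 was preincubated with compounds for 15 min at room temperature. Nitrocefin was then added from an 800 uM solution, and hydrolysis was followed at 480 nm.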
Shiga toxin inh = A qHTS for Small Molecule Inhibitors of Shiga Toxin. Vero cells, Shiga toxin protein synthesis inhibition reporter. inhibition, % at 38.7 µM. hit rate 9.2% among 290,000. AID 2315, 2010; in the data active means inhibition mostly above about 28%, no sharp cut-off; inactive means mostly below about 43%; further: 0% is about no effect
Pf growth 48h = Primary qHTS for delayed death inhibitors of the malarial parasite plastid, 48 hour incubation; P. falciparum luciferase growth in erythrocytes, 48 h; Potency, µM (highest dose often 28.7 µM), without a hit: at the top dose activity change, negative = inhibition, usual class: inhibitors; hit rate 5.9% among 310,000; AID 504832, 2011; further: potency means the concentration at half of the fitted maximal effect; on the % scale 0 is the no-effect control and ±100 the full control effect
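Read-out is firefly luciferase luminescence from an integrated reporter in P. falciparum, so falling signal marks reduced parasite growth. Infected erythrocytes were at 2% hematocrit and 0.1% parasitemia (final) in Albumax-supplemented RPMI 1640.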
Tb PYK inh = qHTS of Trypanosoma Brucei Inhibitors | TbPYK enzyme, Kinase-Glo Plus ATP luminescence, 45 min | pyruvate kinase (Trypanosoma brucei), Q57TT1 | Potency, µM (highest dose often 76.8 µM), for the others: at the highest dose activity, negative = inhibition, actives largely listed as inhibitors | hit rate 0.12% among 410,000; further: potency means the concentration at half of the fitted maximal effect; on the % scale 0 is the no-effect control and ±100 the full control effect; nearly all actives have a fitted effect of over 50% in size
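Glycolytic pyruvate kinase of T. brucei was incubated with substrate, test compound and 130 uM ADP for 45 minutes at room temperature. Luminescent Kinase-Glo Plus signal was measured after 10 minutes.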
LmPK inhibitor = qHTS Assay for Inhibitors of Leishmania Mexicana Pyruvate Kinase (LmPK); Q27686; purified LmPK, Kinase-Glo ATP luminescence, 1 h; Potency, µM (series often up to 57.5 µM), inactives show at the top dose activity change, negative = inhibition, hits mostly inhibitors; hit rate 0.37% among 290,000; AID 1721, 2009; further: potency means the concentration at half of the fitted maximal effect; on the % scale 0 is the no-effect control and ±100 the full control effect
Target sequence (Q27686 whole entry, looked up): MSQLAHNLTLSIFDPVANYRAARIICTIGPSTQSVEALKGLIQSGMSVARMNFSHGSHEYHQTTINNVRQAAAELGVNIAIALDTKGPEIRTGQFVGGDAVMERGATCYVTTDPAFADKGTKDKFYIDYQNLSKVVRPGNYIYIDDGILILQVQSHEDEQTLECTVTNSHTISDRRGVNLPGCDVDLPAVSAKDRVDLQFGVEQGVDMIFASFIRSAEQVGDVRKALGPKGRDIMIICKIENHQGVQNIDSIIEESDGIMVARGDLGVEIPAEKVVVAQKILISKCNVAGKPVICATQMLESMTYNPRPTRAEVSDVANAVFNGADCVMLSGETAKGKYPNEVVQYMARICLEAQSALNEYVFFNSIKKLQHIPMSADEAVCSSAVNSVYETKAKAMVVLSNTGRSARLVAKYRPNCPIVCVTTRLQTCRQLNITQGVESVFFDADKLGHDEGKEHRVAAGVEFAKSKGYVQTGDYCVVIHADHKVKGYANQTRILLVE
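qHTS format; LmPK 0.1 nM; substrates PEP 0.5 mM and ADP 0.1 mM. One-hour room-temperature incubation, then coupled luciferase luminescence; 0.5 nM enzyme wells mark activation.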
CHX counter = Cycloheximide Counterscreen for Small Molecule Inhibitors of Shiga Toxin. cell reporter, cycloheximide protein synthesis inhibition counterscreen. max response, %. hit rate 12% among 300,000. AID 2314, 2010; in the data active means max response mostly above about 13%, no sharp cut-off; inactive means mostly below about 14%; further: read at 38.3 µM for the half of the compounds with a filed dose; 0% is about no effect
Pf growth 96h = Primary qHTS for delayed death inhibitors of the malarial parasite plastid, 96 hour incubation. P. falciparum luciferase reporter growth, 96 h. Potency, µM (highest dose often 28.7 µM), without a hit: at the highest dose activity change, negative = inhibition, actives largely listed as inhibitors. hit rate 6.9% among 320,000; further: potency means the concentration at half of the fitted maximal effect; on the % scale 0 is the no-effect control and ±100 the full control effect
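Plates of compound plus infected erythrocytes (2% hematocrit, 0.05% parasitemia final) incubate 96 hours, 37 C, 5% CO2. Detection reagent added; reduced luminescence from the parasites' luciferase reporter flags inhibition.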
Numbers without * were called inactive; ? = inconclusive; · = not tested or not shown; [ ] = another dose, or the depositor's remark. Unless noted, the call rests on the fitted dose curve; in most records, active means well fitted curve in the direction sought with a large enough effect; inconclusive means small, poorly fitted or top-dose-only effect, or another doubt; inactive means no such curve, though single readings can be large; an effect the other way counts as inactive or inconclusive.

SMILES	AmpC no deterg	Shiga toxin inh	Pf growth 48h	Tb PYK inh	LmPK inhibitor	CHX counter	Pf growth 96h
COc1ccc(-c2cncnc2-c2ccc(OC)cc2O)cc1	-25%	-15	?	5%	3%	-5	?
CCN(CC)S(=O)(=O)c1ccc(N(C)Cc2cccc(OC)c2OC)nc1	57%	-9	?	4%	8%	10	?
S=c1[nH]nc(Cc2cccs2)n1-c1ccccc1	-10%	-12	3%	8.9µM*	?	1	33%[activator]
Cc1ccc(CSc2nc3c(c(=O)[nH]c(=O)n3C)n2CCC(C)C)cc1	-29%	10	·	-11%	8%	-5	2.9µM*
CCN(c1ccccc1)S(=O)(=O)c1cc(C(=O)OC2CCOC2=O)ccc1C (stereo not given)	13%	·	?	1%	·	·	-2%
Cc1ccc(CS(=O)Cc2ccc(C(=O)N3CCOCC3)o2)cc1 (stereo not given)	-6%	-3	4%	1%	1%	1	?
COC(=O)CCC(=O)NNC(=O)c1ccc(Cl)cc1Cl	-16%	-7	33%	1%	1%	-2	106%[activator]
CCCCC1C2=C(CCCC2=O)OC2=C1C(=O)CCC2	0%	9	-11%	-2%	-6%	-2	0%
Cc1ccnc(NC(=O)c2cc(S(=O)(=O)NCc3ccccc3)ccc2C)c1	-15%	·	-23%	4%	·	·	0%
Nc1cc(=O)[nH]c(SCC(=O)Nc2ccc(Oc3ccccc3)cc2)n1	-49%	-7	-18%	-18%	0%	-5	-13%
Cc1ccc(Cl)c(OCC(O)CN(CCO)CCO)c1 (stereo not given)	15%	16	0%	4%	5%	5	9%
Cc1cccc(OCCNc2nc3c(c(=O)n(C)c(=O)n3C)n2C)c1	-1%	-15	-9%	5%	4%	3	34%[activator]
COc1ccc(-n2nc3c(c2NC(=O)c2c(F)cccc2Cl)CS(=O)C3)cc1 (stereo not given)	-6%	15	·	0%	6%	-6	-19%
CCc1cc2c(=O)c(-c3nc4ccccc4n3C)coc2c(CN2CCCCC2)c1O	-13%	6	-19%	6%	2%	0	2.9µM*
NC(=O)c1ccc(-n2c(CCC(=O)O)ccc2-c2cccs2)cc1	71%[activator]	-10	24%	-17%	3%	-1	?
CCOC(=O)c1sc(Nc2ccc(Br)cc2)nc1C	-14%	89*	?	2%	2%	30*	?
Cc1ccc(-c2ccc(C(=O)O)c(C)n2)cc1	-5%	-5	-11%	0%	-12%	-3	-8%
Cn1nnnc1SCCNC(=O)C1CCC(=O)N(Cc2ccc(Cl)cc2)C1 (stereo not given)	0%	-4	18%	3%	5%	-1	?
CCOC(=O)Cc1csc(SCC(=O)Nc2cccc(Cl)c2)n1	-17%	-7	·	2%	11%	11	42%[activator]
CCN(CC)C(=O)CSc1nnc(-c2c[nH]c3ccccc23)o1	0%	·	?	3%	2%	40*	0.47µM*
CCC(=O)N1CCN(c2ccc(Cl)cc2NC(=O)Cc2ccc(Cl)cc2)CC1	82%[activator]	-17	·	-8%	3%	2	13µM*
CC(NC(=O)COC(=O)c1cc(Cl)nc(Cl)c1)c1ccccc1 (stereo not given)	0%[2.29 µM]	-6	-5%	2%	3%	-5	12%
Cc1ccc(C(=O)NCCc2nnc3ccc(SCC(=O)NCc4ccc(F)cc4)nn23)cc1	43%	-6	-16%	0%	-4%	9	9.3µM*
CCc1ccccc1NC(=O)CN(C)C(=O)CN1C(=O)NC2(CCCCCC2)C1=O	-16%	-15	2%	1%	-1%	-1	65%[activator]
COc1ccc([C@H]2[C@@H]3C=CCC[C@@]3(C)C(=O)N2Cc2ccccc2)cc1Cl	57%	14	?	3%	1%	-3	?
CCOc1ccc(CNCc2cccnc2)cc1	-20%	2	11%	0%	-2%	-1	?
Cc1cc(C)cc(N(C(=O)Cc2cccs2)C(C(=O)NC2CCCC2)c2ccc(C)o2)c1 (stereo not given)	-18%	11	?	-2%	9%	-2	?
CS(=O)(=O)N(CC(=O)N1CCN(c2cccc(Cl)c2)CC1)c1ccccc1	46%	-4	-2%	0%	2%	-1	·
O=C(c1ccc(C23CC4CC(CC(C4)C2)C3)o1)N1CCOCC1	58%	22	?	1%	0%	0	0%
Cc1ccc(N2CC(C(=O)NCc3n[nH]c(=O)c4ccccc34)CC2=O)cc1C (stereo not given)	5%	·	-21%	-6%	·	·	?
CCOC(=O)C1=C(COC(=O)CSc2ccc(C)cc2)NC(=O)NC1C (stereo not given)	-10%	·	-12%	0%	·	·	-7%
CC(C)(C)OC(=O)N1CSC[C@H]1C(=O)NC[C@H](CC(=O)O)c1ccc(Cl)cc1	2%	5	1%	4%	-4%	2	18%
CN(Cc1nc(-c2ccc(Cl)cc2)no1)C(=O)CCN1C(=O)[C@H]2CC=CC[C@H]2C1=O	95%[activator]	-1	11%	-4%	2%	3	24%
CN(C)S(=O)(=O)c1cccc(NC(=O)c2cc([N+](=O)[O-])ccc2N2CCCCC2)c1	-23%	·	13µM*	-2%	·	·	?
Cc1ccc(-n2c(CNCc3ccc(F)cc3)nc3ccccc3c2=O)cc1	-4%	14	?	-17%	-1%	15*	?
COc1ccc(N(CC(=O)NCc2ccc(Cl)cc2)S(=O)(=O)c2ccccc2[N+](=O)[O-])c(OC)c1	-24%	-18	8.3µM*	4%	2%	-2	38%[activator]

As entered above.
CCOC(=O)C1=C(COC(=O)CSc2ccc(C)cc2)NC(=O)NC1C (stereo not given) in Pf growth 48h has -12%
COc1ccc([C@H]2[C@@H]3C=CCC[C@@]3(C)C(=O)N2Cc2ccccc2)cc1Cl in Tb PYK inh has 3%
Cc1ccc(-n2c(CNCc3ccc(F)cc3)nc3ccccc3c2=O)cc1 in Tb PYK inh has -17%
CS(=O)(=O)N(CC(=O)N1CCN(c2cccc(Cl)c2)CC1)c1ccccc1 in Pf growth 48h has -2%

Carrying on.
SMILES	AmpC no deterg	Shiga toxin inh	Pf growth 48h	Tb PYK inh	LmPK inhibitor	CHX counter	Pf growth 96h
CCc1cc2c(SCC(=O)Nc3ncc(Cl)c(C)c3Cl)ncnc2s1	16%	-11	-22%	1%	-1%	-3	-16%
CCOC(=O)C1=C(N)Oc2c(oc(CO)cc2=O)C1c1ccc(F)c(F)c1 (stereo not given)	12%	-5	-6%	-3%	1%	-3	0%
CC(Sc1nc2ccccc2n1C)C(=O)NC(c1ccccc1)c1ccccc1 (stereo not given)	-4%	-4	9.3µM*	9%	4%	4	5.9µM*
COc1ccc2c(c1)cc1c(=O)n(CC(=O)NCCCN3CCOCC3)nc(C)n12	-22%	-2	19%	4%	3%	-4	70%[activator]
COc1cccc(OCCCN2CCCCCC2)c1	-20%	12	23%[5.75 µM]	3%	-1%	10	14%
CCCn1nnc(NC(=O)COc2cc(C)ccc2C(C)C)n1	22%	-7	8%	1%	1%	-2	·
COc1cccc(N2CCN(S(=O)(=O)c3ccc(-c4coc(C)n4)cc3)CC2)c1	6%	-2	-12%	1%	-3%	10	7%
CCN(Cc1ccncc1)C(=O)c1ccco1	5%	-8	?	-6%	-3%	-3	52%[activator]
Cc1cccc(N2C(=O)/C(=C/c3ccccn3)SC2=S)c1	-14%	-2	-8%	0%	5%	1	7%
Cn1c(=O)oc2cc(S(=O)(=O)NCc3ccncc3)ccc21	-13%	39	34%[activator]	-6%	2%	1	17%
Cc1cc(C)nc(SCC(=O)Nc2ncc3c(n2)CC(C)(C)CC3=O)n1	-16%	26	-3%	6%	-6%	-4	?
COc1cc(C(=O)Nc2ccc([N+](=O)[O-])cn2)cc(OC)c1OC	2%	-5	15%	1%	2%	5	?
CC(=O)c1cnn(-c2ccccc2)c1C	-15%	7	19%	-8%	-2%	5	75%[activator]
COCCNC(=O)C/C(C)=N/NC(=O)C(=O)NC1CCCCC1	2%	-5	14%	0%	4%	2	55%[activator]
CCOc1cc(/C=C/C(=O)O)ccc1OCCOc1ccc(F)cc1	-15%	-7	22%	0%	3%	0	1%
O=C(NCC1CCCO1)c1onc(CSc2ccccc2F)c1C(=O)O (stereo not given)	-2%	4	-5%	-1%	2%	-2	0%
C=CCN(Cc1nc(-c2cc(OC)c3c(c2)OCO3)oc1C)C1CCS(=O)(=O)C1 (stereo not given)	101%[activator]	4	-16%	-3%	1%	-2	?
CC(=O)c1ccc2c(c1)N(CCCN1CCN(CCO)CC1)c1ccccc1S2	·	·	13µM*	0%	·	·	13µM*
O=C(NCCOc1nc(N2CCCCC2)nc(N2CCOCC2)n1)Nc1ccccc1	-22%	11	-19%	3%	3%	1	·
CNC(=S)N1CCc2cc(OC)c(OC)cc2C1COc1ccc(F)cc1 (stereo not given)	33%	-6	?	-5%	17%	-4	-39%
COc1ccc(OC)c(C(=O)N2CCC(n3nccc3NC(=O)CC(C)C)CC2)c1	14%	9	-16%	-1%	-5%	5	8%
Cc1nnsc1C(=O)N1CCN(c2cc(C(F)(F)F)ccn2)CC1	-5%	-6	?	3%	-4%	-1	8%
CCCCCc1nc2c(c(=O)c3ccccc3n2C)c(=O)n1Cc1ccc(OC)cc1	-45%	-5	?	5%	-3%	-2	?
COc1cc(-c2nn3c(-c4ccccn4)nnc3s2)cc(OC)c1OC	-18%	-33	20%	·	0%	-1	-10%
CCCCOc1ccc(Nc2cc(Cl)ccc2C(=O)O)cn1	-10%	-8	-11%	7%	?	3	1%
C=CCNC(=O)N1CCC(n2nccc2NC(=O)CCCc2ccccc2)CC1	7%	-7	6%	-12%	-2%	1	?
Cc1ccc(N(CC2CO2)S(=O)(=O)c2ccc([N+](=O)[O-])cc2)cc1 (stereo not given)	-10%	2	-6%	-7%	0%	-5	-9%
Cc1ccc(N=Nc2c(C)[nH]n(-c3ccccc3)c2=O)c(C)c1	-13%	16	?	-15%	-7%	-1	19%
CCC1(C(=O)c2ccccc2)C(c2cccc([N+](=O)[O-])c2)C1(C(=O)OC)C(=O)OC (stereo not given)	-1%	-5	?	4%	2%	-5	13µM*
O=c1c2cc3c(cc2[nH]c(=S)n1C1CCN(Cc2ccccc2)CC1)OCO3	-1%	-11	27%	?	8%	3	?
CC(C)[C@@H](N)C(=O)N/N=C/c1ccc2nccnc2c1	0%	23	?	2%	-5%	1	?
O=C1C=C(O)c2cccc3cccc1c23	-31%	·	4%	-2%	0%	1	?
O=C(O)c1cc(C2CC2)nn1-c1ccccc1	-24%	-10	·	-2%	2%	-1	35%[activator]

Compound profiles, as listed above:
O=C(O)c1cc(C2CC2)nn1-c1ccccc1 is listed as AmpC no deterg: -24%; Shiga toxin inh: -10; Pf growth 48h: ·; Tb PYK inh: -2%; LmPK inhibitor: 2%; CHX counter: -1; Pf growth 96h: 35%[activator]
CCC1(C(=O)c2ccccc2)C(c2cccc([N+](=O)[O-])c2)C1(C(=O)OC)C(=O)OC (stereo not given) is listed as AmpC no deterg: -1%; Shiga toxin inh: -5; Pf growth 48h: ?; Tb PYK inh: 4%; LmPK inhibitor: 2%; CHX counter: -5; Pf growth 96h: 13µM*

Compounds were not picked by outcome; about 22% have a hit in one of these screens.
